# Screens from PubChem BioAssay.
# MITF primary – MITF inhibitors, primary screen, biochemical, AlphaScreen, human; Microphthalmia-associated transcription factor (Homo sapiens), O75030; AlphaScreen MITF homodimerization, bead proximity signal; inhibition, % at 2.6 µM; hit rate 0.91% among 650,000; in the data active = inhibition above about 50%;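 also: 0% = vehicle wells with protein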
# Target sequence (O75030 whole entry, looked up): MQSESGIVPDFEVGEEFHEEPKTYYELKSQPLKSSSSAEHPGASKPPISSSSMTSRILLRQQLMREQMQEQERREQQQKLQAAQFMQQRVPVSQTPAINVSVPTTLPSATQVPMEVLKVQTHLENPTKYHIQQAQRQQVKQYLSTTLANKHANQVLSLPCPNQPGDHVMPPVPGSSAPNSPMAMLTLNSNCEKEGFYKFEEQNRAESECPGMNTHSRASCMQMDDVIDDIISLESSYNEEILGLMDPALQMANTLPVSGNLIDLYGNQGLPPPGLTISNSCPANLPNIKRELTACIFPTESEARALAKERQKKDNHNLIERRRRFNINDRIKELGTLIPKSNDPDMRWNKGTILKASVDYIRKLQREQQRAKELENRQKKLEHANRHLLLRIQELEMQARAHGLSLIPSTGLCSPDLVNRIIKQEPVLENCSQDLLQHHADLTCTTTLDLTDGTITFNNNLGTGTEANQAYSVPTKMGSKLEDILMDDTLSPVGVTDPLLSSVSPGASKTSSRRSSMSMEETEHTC
# TEAD-YAP block – TEAD-YAP interaction inhibition, primary screen, TEAD-YAP interaction inhibitor project, luminescence, HEK-TIYL cells; TEAD-Gal4/YAP UAS-luciferase luminescence; inhibition, % at 9.12 µM; hit rate 1.4% among 640,000; in the data active = inhibition above about 32%;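 also: 0% = median of test compound wells and 100% = reference inhibitor wells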
# GPR151 ag – activators of human GPR151, primary screen, cell-based, PathHunter beta-arrestin, luminescence. G-protein coupled receptor 151 (Homo sapiens), Q8TDV0. PathHunter beta-arrestin GPR151 cells. activation, % at 11.2 µM. hit rate 1% among 650,000. AID 1508602, 2020; in the data active = activation above about 4.9%;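 also: 0% = median of compound wells and 100% = cells with positive control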
# Target sequence (Q8TDV0 whole entry, looked up): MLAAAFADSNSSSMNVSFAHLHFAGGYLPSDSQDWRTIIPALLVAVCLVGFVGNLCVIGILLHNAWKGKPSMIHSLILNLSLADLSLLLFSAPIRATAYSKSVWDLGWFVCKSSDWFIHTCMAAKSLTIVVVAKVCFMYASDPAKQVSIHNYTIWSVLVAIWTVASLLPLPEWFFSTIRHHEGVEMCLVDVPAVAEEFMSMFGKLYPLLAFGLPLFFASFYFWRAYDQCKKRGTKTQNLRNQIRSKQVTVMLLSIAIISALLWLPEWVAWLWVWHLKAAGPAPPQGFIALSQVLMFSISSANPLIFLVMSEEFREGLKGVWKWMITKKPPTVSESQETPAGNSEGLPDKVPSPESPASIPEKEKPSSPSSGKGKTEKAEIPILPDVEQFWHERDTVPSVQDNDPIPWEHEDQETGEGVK
# FBW7 activator – FBW7 E3 ligase activators, primary screen, biochemical, AlphaScreen, human | F-box/WD repeat-containing protein 7 (Homo sapiens), Q969H0 | AlphaScreen FBW7–phospho-cyclin E peptide binding, activator screen | normalized activity (activation), % at 26.1 µM | hit rate 0.13% among 650,000 | AID 1259310, 2017; in the data active = normalized activity above about 1.9%;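 also: purified mutant Fbw7 with reduced substrate affinity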
# * hit, by the source's call; . = no result given. This is a random part of the collection. Share with any hit: about 3.5%.
SMILES,MITF primary,TEAD-YAP block,GPR151 ag,FBW7 activator
CC(C)(C)C(=O)COc1ccc2c(C(F)(F)F)cc(=O)oc2c1,6,6,-0.1,0.0
Cn1nccc1Nc1nc(NCc2cccnc2)c2ncn(-c3ccsc3)c2n1,-7,18,2.2,-0.2
CSc1ccccc1NC(=O)CN(C)C(C)C(=O)NCc1ccc2c(c1)OCO2 (stereo not drawn),88*,9,3.9,-0.1
COC(=O)c1ccc(NC(=O)Cn2cnc3c(nnn3-c3ccc(OC)cc3)c2=O)cc1,1,8,0.6,0.0
O=[N+]([O-])c1ccc(N2CCCCC2)cc1NCc1ccco1,20,3,-1.0,-0.4
COC(=O)CN(c1ccccc1)S(=O)(=O)c1ccc(F)cc1,11,-6,-2.3,0.7
CCOCCC(=O)Nc1nnc(CCc2ccccc2)s1,-5,8,0.4,0.0
O=C1CSC2(CCCCC2)N1Nc1ccccc1,12,12,-0.3,-0.1
O=C1c2cccc([N+](=O)[O-])c2C(=O)N1CCCCO,16,9,-1.6,1.2
CC(Oc1ccc(Br)cc1)C(=O)N1CCc2ccccc2C1 (stereo not drawn),-6,-7,-0.4,-0.4
COc1ccccc1/C=C/C(=O)NC1CCCCCC1,-4,-52,0.4,-0.1
C=CCn1c(SCC#N)nc2scc(-c3ccccc3)c2c1=O,4,-10,-1.4,0.0
CC(=O)c1ccc(OCC(=O)Nc2ccc(Br)c(C)c2)cc1,0,7,2.2,0.1
CN1CCc2cc(CNC(=O)CCc3nnc(Cc4c[nH]c5ccccc45)o3)ccc21,1,9,1.0,-0.1
CCOC(=O)NC(Nc1sc2c(c1C(=O)OC)CCCC2)(C(=O)OCC)C(F)(F)F (stereo not drawn),11,-4,2.0,0.2
CCNc1cc(N2CCN(CCO)CC2)c2noc3c2c1C(=O)c1ccccc1-3,49,10,-1.2,-1.2
C=CCOn1c(=O)c(-c2cccc([N+](=O)[O-])c2)[n+]([O-])c2ccccc21,-8,0,-0.1,-0.5
CC(=O)c1ccc(C(=O)Nc2nc3ccc(Cl)cc3s2)cc1,9,-58,0.7,0.1
O=C(O)c1ccc(NCc2cccs2)cc1,-5,-6,0.1,-0.1
O=Cc1ccccc1OCc1ccc(F)cc1,-1,-16,-0.3,-0.1
COc1ccc(NC(=O)CN2C(=O)c3ccccc3C2=O)c([N+](=O)[O-])c1,0,-7,0.4,0.0
CCOc1cc(C2Nc3ccccc3C(CC)(CC)O2)ccc1O (stereo not drawn),-5,5,-0.3,0.2
O=c1c2ccccc2nc(SCc2ccccc2Cl)n1CC1COc2ccccc2O1 (stereo not drawn),0,-19,0.3,-0.1
Cc1cc2c(cc1C)NC(CC(=O)Nc1cc([N+](=O)[O-])ccc1C)C(=O)N2 (stereo not drawn),5,-33,-0.4,0.1
COc1cc(C(=O)Nc2ccc3oc(-c4ccccc4)nc3c2)cc(OC)c1OC,-3,-2,0.5,-0.1
SMILES,MITF primary,TEAD-YAP block,GPR151 ag,FBW7 activator
O=C(CSc1nc2ccsc2c(=O)n1Cc1ccco1)Nc1nccs1,4,14,2.7,0.0
Cc1ccc(-c2c3c(nc4sc(C(=O)Nc5cccc(C)c5)c(N)c24)CCC3)cc1,-14,17,1.6,0.1
CCC(=O)N1CCc2cc(S(=O)(=O)NCCOC)ccc21,19,2,-0.9,0.4
Cc1ccc(OCC(=O)NNC(=O)Cc2cccs2)c(C)c1,12,-14,-0.5,0.6
CCN1CCCC1CNc1cc(C)nc2c(-c3ccccc3OC)c(C)nn12 (stereo not drawn),-7,4,0.6,-0.1
N/C(=N\OC(=O)c1cc(Cl)ccc1Cl)c1ccc([N+](=O)[O-])cc1,10,1,4.8,0.1
COc1cc(Nc2ncnc3c2nc(Nc2ccc(N4CCOCC4)cc2)n3C(C)C)cc(OC)c1OC,11,18,-0.6,-0.1
CC1CCCCN1C(=O)CSc1nc2ccccc2n1CC(=O)N1CCCC1 (stereo not drawn),-7,-6,1.2,-0.1
O=C(Cn1nnnc1CN1CCCCCC1)N1CCN(Cc2ccc3c(c2)OCO3)CC1,3,4,0.7,0.2
O=C(Cn1c(-c2cncs2)nc2ccccc21)NCCc1ccccc1,32,4,0.0,0.2
OC1CCN(c2ncnc3nc[nH]c23)CC1,-5,-3,-0.4,0.0
Cc1cc(OCC(=O)O/N=C(\N)c2cccc([N+](=O)[O-])c2)cc(C)c1Cl,-4,-3,-0.5,-0.1
C=CCn1c(COc2ccccc2)nnc1SCC(=O)N1CCc2ccccc21,14,-2,-0.9,0.0
CCc1ncc(C(O)c2cccc3ccccc23)n1C (stereo not drawn),-3,6,0.6,-0.1
COC(=O)c1ccc(S(=O)(=O)NCCNc2nc3c(C)cc(C)cc3cc2C#N)cc1,-3,3,3.3,0.2
CC(C)(C)c1cc(CN2CCC(O)CC2)cc(C(C)(C)C)c1O,35,-1,0.2,-0.1
C[C@H](O/N=C1/[C@H]2CCn3c(=O)n(-c4ccccc4)c(=O)n3[C@H]2[C@H](O)[C@@H]2O[C@H]12)c1cn([C@H](CO)Cc2ccccc2)nn1,-12,.,-1.2,-0.2
CC(=O)N1CCN(Cc2ccc3c(c2)CN(C(=O)c2cc4cc(C)ccc4[nH]2)CCO3)CC1,7,-18,1.5,-0.6
CCOC(=O)C1=C(O)/C(=C/c2cccc(OC)c2OC)SC1=Nc1ccc(Cl)cc1,6,1,1.5,0.1
O=C(O)c1ccc(Nc2ccc(Br)cc2)c([N+](=O)[O-])c1,4,1,0.3,-0.1
COC(=O)c1c(OCCCc2cccnc2)cc(=O)n2c1CCN(CC(C)C)CC2,6,-9,0.4,0.1
Cc1ccc(C)c(Nc2nc(Nc3ccc(O)cc3)nc(N3CCOCC3)n2)c1,-3,-44,0.7,-0.1
COc1cc(C2C(C(=O)OCC(C)C)=C(C)NC3=C2C(=O)CC(c2cccs2)C3)cc(OC)c1OC (stereo not drawn),1,-11,-1.2,0.1
CCCC12CN3CCN(CC(C3)/C1=N\NC(=O)c1ccc(F)cc1)C2,3,-38,0.0,0.0
CC(=O)c1cccc(S(=O)(=O)Nc2cc(C(F)(F)F)cc(C(F)(F)F)c2)c1,-1,11,0.2,-0.1
SMILES,MITF primary,TEAD-YAP block,GPR151 ag,FBW7 activator
COc1ccc(NC(=O)CCC(=O)OCC(=O)c2ccc(Cl)c([N+](=O)[O-])c2)cc1,-22,2,-0.6,-0.2
CCOC(=O)N1CCN(S(=O)(=O)c2ccc(C(=O)Nc3nc4c(C)cc(C)cc4s3)cc2)CC1,1,3,-0.7,0.1
CN(CCc1ccccn1)c1nc2nonc2nc1NCc1ccccc1,4,-1,-0.6,-0.1
COc1cc(Cl)c(C2NC(=O)NC(c3ccccc3)=C2C(C)=O)cc1OC (stereo not drawn),3,6,1.7,0.1
CCOc1ccc(/C=C/C(=O)O)c(OCC)c1,8,2,0.9,0.0
O=C(O)c1ccc(CNc2c(N3CCCC3)c(=O)c2=O)cc1,1,-8,-2.8,0.0
O=S(=O)(c1ccc2ccccc2c1)N1CCC(O)(c2cccc(C(F)(F)F)c2)CC1,-2,2,-0.6,-0.2
Cc1cc2cc3c(N)c(C(=O)NC(C)(C)C)sc3nc2cc1C,9,-59,1.7,0.1
O=C(CSc1cn(CCNC(=O)c2ccc(F)cc2)c2ccccc12)NCc1ccco1,-1,13,0.0,-0.1
CS(=O)(=O)Nc1ccc(-c2nnc(SCC(N)=O)n2Cc2ccco2)cc1,-6,1,-0.3,-0.1
CC(SCc1ccccc1)C(=O)NN=C1CCN(C)CC1 (stereo not drawn),20,15,-0.5,0.2
CCOC(=O)C1(CCOc2ccccc2)CCN(C(=O)CCSC)CC1,2,12,0.2,-0.1
Cc1ccc(Sc2c(C)nn(C(=O)c3ccc(Cl)cc3)c2C)cc1,-1,5,-1.0,0.0
COc1ccc(C2C(C(=O)/C=C/c3ccccc3)=C(O)C(=O)N2CCCCCC(=O)O)c(OC)c1 (stereo not drawn),-8,-2,2.2,-0.2
CC1(c2ccccc2Cl)NC(=O)N(CC(N)=O)C1=O (stereo not drawn),11,-2,-0.6,0.1
Cc1cccc(NC(=O)NCC(c2ccc(N(C)C)cc2)N(C)C)c1 (stereo not drawn),-1,-2,-1.2,-0.1
Cc1cccc(NC(=O)C2CCCN(S(=O)(=O)c3ccc4[nH]c(=O)ccc4c3)C2)n1 (stereo not drawn),6,3,5.3*,0.1
CN(C)S(=O)(=O)c1ccc(-c2csc(=Nc3ccccc3)n2C(C)(C)C)cc1,16,-6,0.3,0.8
O=C1NC(c2cccc([N+](=O)[O-])c2)Nc2c1sc(=S)n2-c1ccccc1 (stereo not drawn),-1,13,1.0,-0.1
CCSc1nnc2c(n1)OC(/C=C/c1ccccc1)Nc1ccccc1-2 (stereo not drawn),-5,-18,0.8,0.0
CC1(C)[C@H]2CC=C(CN3CCC(n4nccc4NC(=O)C4CCCC4)CC3)[C@@H]1C2,12,-4,0.1,0.2
Cn1c(SCc2cccnc2)nc2cccnc21,-2,-16,-1.2,-0.2
CCOC(=O)c1ccc(N2C(=O)CSC23C(=O)Nc2ccccc23)cc1 (stereo not drawn),3,4,0.0,-0.4
COc1ccc(NC(=O)c2ccco2)cc1NC(=O)c1ccc(-c2ccccc2[N+](=O)[O-])o1,8,34*,1.2,-0.1
O=C(Nc1ccc2oc(-c3cc(Br)ccc3Cl)nc2c1)c1cc(Br)ccc1I,-5,-10,0.7,-0.1
SMILES,MITF primary,TEAD-YAP block,GPR151 ag,FBW7 activator
O=C(Nc1ccc2oc(-c3ccc(F)cc3)nc2c1)c1ccc(-c2cccc([N+](=O)[O-])c2)o1,12,-12,0.1,0.4
COc1ccccc1OCCNc1nc(-c2cccnc2)nc2ccccc12,10,28,-0.2,0.2
COc1cccc(C2(NC(=O)CCn3cccn3)CCCC2)c1,11,4,0.1,0.6
C=CCSc1nncn2c1cc1occc12,6,-8,-0.3,-0.1
Cc1ccc(S(=O)(=O)NC(Cc2ccccc2)C(=O)N/N=C/c2ccc(O)cc2)cc1 (stereo not drawn),-1,6,-1.0,-0.1
O=C(CN1c2cccc3cccc(c23)S1(=O)=O)Nc1nc(-c2ccccc2)cs1,6,1,-0.6,0.1
CCCOC(=O)c1cccc(-c2ccc(/C=C3\C(=O)N(CCCO)C(=O)C(C#N)=C3C)o2)c1,-1,6,-0.9,0.3
O=S1(=O)N=C(Nc2cc(C(F)(F)F)cc(C(F)(F)F)c2)c2ccccc21,-8,-3,2.2,0.0
CS(=O)(=O)N1CCN(c2ccc3c(c2)C(=O)c2ccccc2C3=O)CC1,-10,14,0.7,-0.2
CS(=O)(=O)N(CC(=O)Nc1ccccc1Cl)c1cccc(F)c1,11,6,2.7,-0.2
O=c1[nH]c2c(Cl)c(Cl)c(Cl)cc2o1 (tested in a mixture with another compound),-5,-2,1.5,0.1
Cc1cc(C)n(CC(=O)NCCC2=CCCCC2)n1,19,-1,-1.3,0.8
CCC(C)C(C(=O)Nc1ccc(C(=O)OC)cc1)N1C(=O)c2ccccc2C1=O (stereo not drawn),-17,-2,-0.9,0.1
CCCS(=O)(=O)N1CCCC(C(=O)N2CCCCC2)C1 (stereo not drawn),-1,-2,-0.2,0.3

# Among those listed so far, these contain an aryl methoxy group:
SMILES,MITF primary,TEAD-YAP block,GPR151 ag,FBW7 activator
COC(=O)c1ccc(NC(=O)Cn2cnc3c(nnn3-c3ccc(OC)cc3)c2=O)cc1,1,8,0.6,0.0
COc1ccccc1/C=C/C(=O)NC1CCCCCC1,-4,-52,0.4,-0.1
COc1ccc(NC(=O)CN2C(=O)c3ccccc3C2=O)c([N+](=O)[O-])c1,0,-7,0.4,0.0
COc1cc(C(=O)Nc2ccc3oc(-c4ccccc4)nc3c2)cc(OC)c1OC,-3,-2,0.5,-0.1
CCN1CCCC1CNc1cc(C)nc2c(-c3ccccc3OC)c(C)nn12 (stereo not drawn),-7,4,0.6,-0.1
COc1cc(Nc2ncnc3c2nc(Nc2ccc(N4CCOCC4)cc2)n3C(C)C)cc(OC)c1OC,11,18,-0.6,-0.1
CCOC(=O)C1=C(O)/C(=C/c2cccc(OC)c2OC)SC1=Nc1ccc(Cl)cc1,6,1,1.5,0.1
COc1cc(C2C(C(=O)OCC(C)C)=C(C)NC3=C2C(=O)CC(c2cccs2)C3)cc(OC)c1OC (stereo not drawn),1,-11,-1.2,0.1
COc1ccc(NC(=O)CCC(=O)OCC(=O)c2ccc(Cl)c([N+](=O)[O-])c2)cc1,-22,2,-0.6,-0.2
COc1cc(Cl)c(C2NC(=O)NC(c3ccccc3)=C2C(C)=O)cc1OC (stereo not drawn),3,6,1.7,0.1
COc1ccc(C2C(C(=O)/C=C/c3ccccc3)=C(O)C(=O)N2CCCCCC(=O)O)c(OC)c1 (stereo not drawn),-8,-2,2.2,-0.2
COc1ccc(NC(=O)c2ccco2)cc1NC(=O)c1ccc(-c2ccccc2[N+](=O)[O-])o1,8,34*,1.2,-0.1
COc1ccccc1OCCNc1nc(-c2cccnc2)nc2ccccc12,10,28,-0.2,0.2
COc1cccc(C2(NC(=O)CCn3cccn3)CCCC2)c1,11,4,0.1,0.6
